Screening data from PubChem.
Cav3 T inh – Cav3.2 calcium influx blockers – cell-based, Fluo-4 calcium fluorescence, FDSS, MLSMR library, primary screen. Voltage-dependent T-type calcium channel subunit alpha-1H (Homo sapiens), O95180. Cav3.2-expressing cells; hits give low values. B-score at 10 µM. 100,000 compounds, 4% hits. AID 449739, 2010;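 active means single-dose well whose peak fluorescence ratio is a statistical outlier from its plate by either plate-standardised score or position-corrected B-score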
Numbers without * were called inactive.

The opening 3 entries, ahead of the listing:
Results for CC1CCc2nn(CC(=O)N3CCc4ccccc43)cc2C1 (stereo not given) ?
Cav3 T inh: -0.069

What do the screens show for `COc1cc(OC)c(C2N(c3ccccn3)C(=O)C3CCCN32)cc1OC` (stereo not given)?
Cav3 T inh: -0.86

How did O=C(NCc1nc(-c2ccccc2)no1)c1cccs1 do in these assays?
Cav3 T inh: 0.43

All compounds of this part, previewed entries included:
Results for CC1CCc2nn(CC(=O)N3CCc4ccccc43)cc2C1 (stereo not given) ?
Cav3 T inh: -0.069

What do the screens show for `COc1cc(OC)c(C2N(c3ccccn3)C(=O)C3CCCN32)cc1OC` (stereo not given)?
Cav3 T inh: -0.86

How did O=C(NCc1nc(-c2ccccc2)no1)c1cccs1 do in these assays?
Cav3 T inh: 0.43

How did Cc1cccc(C(C)C)c1NC(=O)c1cccnc1 do in these assays?
Cav3 T inh: -0.69

Results for COCCN1CC(O)=C(c2nc3ccccc3c(=O)[nH]2)C1=N ?
Cav3 T inh: 1.6

Results for CCN(CC)C(=O)C1CCCN(C/C=C/c2ccccc2)C1 (stereo not given) ?
Cav3 T inh: 1

Results for CCn1nc(C(=O)Nc2nc3ccc(C)cc3s2)c2ccccc2c1=O ?
Cav3 T inh: -0.41

What do the screens show for `CC(=O)Nc1ccc(S(=O)(=O)Nc2ncccn2)cc1`?
Cav3 T inh: -0.3

What do the screens show for `CC1(OC(=O)c2cccs2)C(=O)C=C2C=C(c3ccc(C#N)cc3)OC=C2C1=O` (stereo not given)?
Cav3 T inh: -0.46

Results for Cc1[nH]c(=O)[nH]c(=O)c1NS(=O)(=O)c1ccc2c(c1)CCCC2 ?
Cav3 T inh: 0.078

Results for COc1ccc2[nH]c3c(c2c1)CN(C)CC3 ?
Cav3 T inh: 1.1

Results for C=CCn1ncc(OC)c(Cl)c1=O ?
Cav3 T inh: 0.41

Results for Cc1cc2c(cc1C)CSC(c1ccccc1O)SC2 ?
Cav3 T inh: -0.058

How did CCOC(=O)c1c(C)oc2ccc(OCC(N)=O)cc12 do in these assays?
Cav3 T inh: -1.7

Results for COc1cccc(Nc2nc3ccccc3nc2NS(=O)(=O)c2cccs2)c1 ?
Cav3 T inh: -2.4

How did CCNc1nc(NCC)nc(Oc2ccc(N)cc2)n1 do in these assays?
Cav3 T inh: 0.33

How did COc1cc(C(=O)NCc2ccco2)c(Br)c(OC)c1OC do in these assays?
Cav3 T inh: 0.14

How did COc1ccccc1NC(=O)CSc1nnc(C2CCCCC2)n1C do in these assays?
Cav3 T inh: 0.043

What do the screens show for `CC12CCC(C(=O)Nc3ccccc3N3CCOCC3)(CC1=O)C2(C)C` (stereo not given)?
Cav3 T inh: 0.56

How did CCn1c(=O)cc(SCC(=O)NCCN2CCN(Cc3ccccc3)CC2)c2ccccc21 do in these assays?
Cav3 T inh: -0.62

How did O=C(c1ccc2c(c1)OCO2)N1CCC2(CC1)Oc1ccc(Cl)cc1C(=O)C21CC(c2ccc(Cl)cc2)=NO1 (stereo not given) do in these assays?
Cav3 T inh: 0.036

What do the screens show for `O=C(O)c1cc(NCc2cccs2)ccc1N1CCOCC1`?
Cav3 T inh: -0.31

What do the screens show for `COc1ccc(C(=O)OCCN2CCOCC2)cc1`?
Cav3 T inh: -0.49

Results for CCc1ccccc1NC(=O)NC1CCCCC1 ?
Cav3 T inh: 0.2

How did O=C(/C=C/c1ccccc1)c1ccccn1 do in these assays?
Cav3 T inh: 1.4

How did N#Cc1cc2c(nc1SCc1cccnc1)CCCC2 do in these assays?
Cav3 T inh: -1.9

How did COCCN1CSC(=S)N(Cc2ccco2)C1 do in these assays?
Cav3 T inh: 0.32

How did COc1ccc(C2=C(C#N)C(=O)OC2)cc1 do in these assays?
Cav3 T inh: -0.0005

What do the screens show for `Cc1ccc(N(C(=O)CCC(=O)Nc2cc(C)on2)C(C(=O)NC2CCCC2)c2ccncc2)cc1` (stereo not given)?
Cav3 T inh: 0.6

How did N#Cc1nc(COc2ccc(F)cc2)oc1N1CCCC1 do in these assays?
Cav3 T inh: -2.3

Results for COC(=O)c1cc2oc(C)cc2n1CC(=O)N(C)c1ccccc1 ?
Cav3 T inh: 0.78

How did CC1CN(C(c2ccco2)c2sc3ncnn3c2O)CC(C)O1 (stereo not given) do in these assays?
Cav3 T inh: 0.32

How did Cc1cccc(C)c1NC(=O)c1ccc(-n2cncn2)nc1 do in these assays?
Cav3 T inh: 0.77

Results for COc1ccc(C2CC(C(F)(F)F)n3ncc(C(=O)Nc4c(C)n(C)n(-c5ccccc5)c4=O)c3N2)cc1 (stereo not given) ?
Cav3 T inh: -0.19

How did COc1cccc(C2c3c(oc4ccc(F)cc4c3=O)C(=O)N2CCN2CCOCC2)c1OC (stereo not given) do in these assays?
Cav3 T inh: 0.83

How did COc1cc(/C=N/NC(=O)c2cc(-c3cccn3C)n[nH]2)cc(OC)c1OC do in these assays?
Cav3 T inh: 0.059

Results for O=c1c2[nH]c3ccc(Cl)cc3c2ncn1CCN1CCCCC1 ?
Cav3 T inh: 0.57

How did Cn1c(SCC(=O)Nc2ccccc2F)nnc1-c1cccnc1 do in these assays?
Cav3 T inh: -0.53

How did COc1ccc(Cc2nc(-c3ccc(Br)o3)no2)cc1OC do in these assays?
Cav3 T inh: -1.2

What do the screens show for `Cc1noc(NS(=O)(=O)c2ccc(NC(=O)CCn3c(=O)oc4ccccc43)cc2)c1C`?
Cav3 T inh: 0.39

What do the screens show for `Cn1c(=O)c2cc(NCc3ccccc3)nnc2n(C)c1=O`?
Cav3 T inh: 0.039

What do the screens show for `Cc1c(C(N)=O)sc2ncn(CC(=O)N3CCC(C)CC3)c(=O)c12`?
Cav3 T inh: 0.49

What do the screens show for `CCOc1ccc(Cc2nnc(SCC(=O)c3ccc(OC)cc3)o2)cc1`?
Cav3 T inh: 0.36

What do the screens show for `Cc1ccccc1N1CCN(C(=O)c2ccccc2NC(=O)C2CC=CCC2C(=O)O)CC1` (stereo not given)?
Cav3 T inh: 0.089

What do the screens show for `O=C(CN1CCCCC1)Nc1ccc(NC(=O)c2ccc(Cl)cc2)cc1Cl`?
Cav3 T inh: -0.077

How did CCOC(=O)c1cc(-c2ccccc2)n(CC(=O)O)c1C do in these assays?
Cav3 T inh: -0.11

Results for COc1cc(OC)cc(C(=O)n2nc(C)cc2C)c1 ?
Cav3 T inh: 0.26

Results for O=C(COc1ccccc1)Nc1ncc2c(n1)CCCC2=O ?
Cav3 T inh: 0.21

Results for COc1cccc(C(=O)Nc2nnc(C(C)C)s2)c1 ?
Cav3 T inh: 0.67

Results for O=C(Nc1c(C(=O)Nc2ccc3c(c2)OCCO3)cnn1-c1ccccc1Cl)c1ccco1 ?
Cav3 T inh: 0.61

How did COc1ccc(C(CC(=O)O)NC(=O)c2ccco2)cc1OC (stereo not given) do in these assays?
Cav3 T inh: -0.17

What do the screens show for `O=C(NNC(=O)C1CCCO1)c1ccccc1Cl` (stereo not given)?
Cav3 T inh: 0.0027

What do the screens show for `CC1CN(C2CCN(C(=O)c3ccccc3)CC2)CC(C)O1` (stereo not given)?
Cav3 T inh: 0.17

What do the screens show for `Cc1c(C(=O)O)nnn1-c1ccccc1`?
Cav3 T inh: -0.0016

How did CN(C)CCn1c(C(=O)Nc2ccccc2)cc2ccccc21 do in these assays?
Cav3 T inh: 0.87

Results for Cc1ccc(S(=O)(=O)N2CCN(C(=O)CN3C(=O)NC4(CCOc5ccccc54)C3=O)CC2)cc1 (stereo not given) ?
Cav3 T inh: 0.027

How did CC1CCN(C(=O)CCCOc2ccc(Cl)cc2)CC1 do in these assays?
Cav3 T inh: -2.1

How did Cc1cc(C)nc(/N=C(/NC(=O)Nc2cccc(Cl)c2)Nc2ccccc2)n1 do in these assays?
Cav3 T inh: 0.14

How did Cc1ccc(Cn2c(SCCN3CCOCC3)nc3c2c(=O)n(C)c(=O)n3C)cc1 do in these assays?
Cav3 T inh: 0.31

What do the screens show for `CCCCCNC(=O)CSC1=N/C(=C\c2ccc(Cl)c(Cl)c2)C(=O)N1CC`?
Cav3 T inh: 0.98

Results for COc1ccc(N=CC2=C(O)c3ccccc3C2=O)cc1 ?
Cav3 T inh: -1.1

How did CCN(CC)S(=O)(=O)c1ccc(N2CCOCC2)c(C(=O)O)c1 do in these assays?
Cav3 T inh: 0.76

Results for O=C(CCCc1c[nH]c2ccccc12)N1CCN(S(=O)(=O)c2cccs2)CC1 ?
Cav3 T inh: 0.84

What do the screens show for `CCc1ccc(N(CC(=O)NC)S(C)(=O)=O)cc1`?
Cav3 T inh: -0.48

What do the screens show for `COc1ccc(-c2cc3nc(C)c(CCC(=O)NC(C)CCc4ccco4)c(C)n3n2)c(OC)c1` (stereo not given)?
Cav3 T inh: -0.039

How did CCOC(=O)N1CCN(/C=C(\C#N)c2nc3ccccc3s2)CC1 do in these assays?
Cav3 T inh: -1

What do the screens show for `CN(C)S(=O)(=O)c1ccc(S(=O)(=O)N2CCN(CCC#N)CC2)cc1`?
Cav3 T inh: 0.16

What do the screens show for `CC1CC(C)CN(c2ccc(-n3cnnn3)cc2[N+](=O)[O-])C1` (stereo not given)?
Cav3 T inh: -0.047

Results for Clc1ccc(/C=C/c2nc3ccccc3[nH]2)cc1 ?
Cav3 T inh: -0.053

Results for COc1cccc(-c2cc(C(F)(F)F)nc(N3CCC(C)CC3)n2)c1 ?
Cav3 T inh: 0.11

Results for COc1ccc(-n2c(SCC(=O)N3CCOCC3)nc(O)c(Cc3ccccc3)c2=O)cc1 ?
Cav3 T inh: 0.38

How did Nc1nonc1C(=O)NCCNCc1ccccc1OCc1ccc(F)cc1 do in these assays?
Cav3 T inh: -3

How did Cn1c(=O)c(Cc2ccccc2)c(O)c2ccccc21 do in these assays?
Cav3 T inh: 0.42

Results for Cn1c(SCC(=O)Nc2ccc(F)cc2F)nnc1-c1cccnc1 ?
Cav3 T inh: 0.27

What do the screens show for `Cc1nc(NC(=O)C23CCC(C)(C(=O)O2)C3(C)C)sc1C` (stereo not given)?
Cav3 T inh: 0.81

What do the screens show for `Cc1ccc(C)c(S(=O)(=O)N2CCN(CC(=O)Nc3cc(C)on3)CC2)c1`?
Cav3 T inh: -0.29

Results for Cc1occc1-c1nnc(SCC(=O)NC2CCCC2)n1-c1ccccc1 ?
Cav3 T inh: 0.67

What do the screens show for `CC(C)(C)C1CCC2(CC1)C(C#N)=C(SCC(=O)NC1CCCCC1)NC(=O)C2C#N` (stereo not given)?
Cav3 T inh: -4.2*

What do the screens show for `CN1CCN(C(=O)CCn2nc(-c3ccccc3)c3ccccc3c2=O)CC1`?
Cav3 T inh: 0.91

Results for CCN1C(=O)N[C@@H](c2ccco2)C(C(=O)OC)=C1C ?
Cav3 T inh: -2.4

What do the screens show for `COC(=O)c1sc(NC(=O)CSc2nc3cccnc3n2C2CCCCC2)nc1C`?
Cav3 T inh: -2.7

Results for O=c1c2ccccc2[nH]c(=S)n1CCN1CCC(=C(c2ccc(F)cc2)c2ccc(F)cc2)CC1 ?
Cav3 T inh: -2.1

How did Cc1cc2ncn(C(=O)c3ccc4c(c3)OCO4)c2cc1C do in these assays?
Cav3 T inh: 0.62

What do the screens show for `Cn1c(=O)c2c(O)cc(=O)n(-c3ccccc3)c2n(C)c1=O`?
Cav3 T inh: 0.71

Results for Cc1ccc(C)c(N2CCN(C(=O)c3cc4sccc4n3C)CC2)c1 ?
Cav3 T inh: -1.2

How did Cc1cc(NC(=O)C2CC(c3ccccc3Cl)=NO2)no1 (stereo not given) do in these assays?
Cav3 T inh: -0.0094

Results for CCn1cc(C(=O)NCc2ccco2)c(=O)c2cc(F)c(N3CCN(C(=O)c4ccco4)CC3)cc21 ?
Cav3 T inh: 3

Results for Cn1c(SCC(=O)NC(=O)NCc2ccco2)nnc1-c1ccccc1 ?
Cav3 T inh: -0.86

How did COc1ccc(NC(=O)Nc2ccccc2F)cc1 do in these assays?
Cav3 T inh: -0.0058

How did O=C(COC(=O)CCc1ccc(S(=O)(=O)N2CCOCC2)cc1)Nc1ccc(Cl)cn1 do in these assays?
Cav3 T inh: 0.97

Structures above that have a cyano group, in the order listed:
What do the screens show for `CC1(OC(=O)c2cccs2)C(=O)C=C2C=C(c3ccc(C#N)cc3)OC=C2C1=O` (stereo not given)?
Cav3 T inh: -0.46

How did N#Cc1cc2c(nc1SCc1cccnc1)CCCC2 do in these assays?
Cav3 T inh: -1.9

How did COc1ccc(C2=C(C#N)C(=O)OC2)cc1 do in these assays?
Cav3 T inh: -0.0005

How did N#Cc1nc(COc2ccc(F)cc2)oc1N1CCCC1 do in these assays?
Cav3 T inh: -2.3

How did CCOC(=O)N1CCN(/C=C(\C#N)c2nc3ccccc3s2)CC1 do in these assays?
Cav3 T inh: -1

What do the screens show for `CN(C)S(=O)(=O)c1ccc(S(=O)(=O)N2CCN(CCC#N)CC2)cc1`?
Cav3 T inh: 0.16

What do the screens show for `CC(C)(C)C1CCC2(CC1)C(C#N)=C(SCC(=O)NC1CCCCC1)NC(=O)C2C#N` (stereo not given)?
Cav3 T inh: -4.2*

Going on with the list.
How did COc1ccc2c(c1)O[C@@H](c1cccc(C(F)(F)F)c1)[C@H](OC(=O)N[C@H]1CCCc3ccccc31)C2=O do in these assays?
Cav3 T inh: -0.64

How did O=C(CN1CCC(N2CCCCC2)CC1)N1CCCc2ccccc21 do in these assays?
Cav3 T inh: 0.15

How did Clc1ccc(OCc2nnc(SCc3nc4ccccc4[nH]3)n2Cc2ccco2)cc1 do in these assays?
Cav3 T inh: -8.5*

What do the screens show for `CCOc1ccc(C2/C(=C(/O)c3ccc(OC)cc3)C(=O)C(=O)N2c2cc(C)on2)cc1OC` (stereo not given)?
Cav3 T inh: -0.6

How did Fc1ccc(C2CC(c3ccccc3)n3ncnc3N2)cc1 (stereo not given) do in these assays?
Cav3 T inh: 0.67

What do the screens show for `CC(C)(C)c1ccc(-c2cc(N)n[nH]2)cc1`?
Cav3 T inh: 0.094

Results for CCOP(=O)(OCC)C(C)(C)NC(=O)c1cc([N+](=O)[O-])cc([N+](=O)[O-])c1 ?
Cav3 T inh: -0.11

3 compounds already listed, sorted by heavy-atom count, largest number first:
How did COc1ccc2c(c1)O[C@@H](c1cccc(C(F)(F)F)c1)[C@H](OC(=O)N[C@H]1CCCc3ccccc31)C2=O do in these assays?
Cav3 T inh: -0.64

How did Clc1ccc(OCc2nnc(SCc3nc4ccccc4[nH]3)n2Cc2ccco2)cc1 do in these assays?
Cav3 T inh: -8.5*

How did O=C(CN1CCC(N2CCCCC2)CC1)N1CCCc2ccccc21 do in these assays?
Cav3 T inh: 0.15

Not all compounds are listed, so the mix of outcomes need not match the whole.
